From PubChem BioAssay
Shiga inhibitor – blocks Shiga toxin action in Vero cells; Vero cells, Shiga toxin protein synthesis inhibition reporter; inhibition, % at 38.7 µM; hit rate 9.2% among 290,000; in the data active = inhibition mostly above about 28%, no sharp cut-off; inactive = mostly below about 43%; note: 0% is about no effect
CHX counter – counter-screen hit for Shiga toxin inhibitors, cycloheximide; cell reporter, cycloheximide protein synthesis inhibition counterscreen; max response, %; AID 2314; hit rate 12% among 300,000; in the data active = max response mostly above about 13%, no sharp cut-off; inactive = mostly below about 14%; note: read at 38.3 µM for the half of the compounds with a filed dose; 0% is about no effect
HCV inhibitor – blocks hepatitis C virus; Potency, µM (series often up to 41.8 µM), without a hit: at the top dose activity change, negative = inhibition, most hits filed as inhibitors; hit rate 3.4% among 340,000; Huh7.5.1 HCVcc-Cre infection, luciferase reporter, 44 h; note: potency is the fitted concentration of half-maximal effect; % is set by controls: 0 for no effect and ±100 for the full control effect
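1,000 cells/well; 4 h culture; + compound; + HCVcc-Cre (~0.5 moi); 44 h; luciferase substrate, RT 15 min; read 15 sec.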
Pf growth 48h – P. falciparum growth inhibition at 48 hours (one generation) | hit rate 5.9% among 310,000 | Potency, µM (top dose mostly 28.7 µM), without a hit: at the top dose activity change, negative = inhibition, actives largely listed as inhibitors | P. falciparum luciferase growth in erythrocytes, 48 h; note: potency is the fitted concentration of half-maximal effect; % is set by controls: 0 for no effect and ±100 for the full control effect
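Growth was read as firefly luciferase luminescence after a 48 h, 37 C, 5% CO2 exposure of compounds to reporter-bearing P. falciparum cultures (0.1% parasitemia, 2% hematocrit final) in Albumax-supplemented RPMI 1640.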
Giardia FBPA inh – blocks Giardia fructose-bisphosphate aldolase activity; A8B2U2; purified Giardia FBPA; Potency, µM (top dose mostly 59.6 µM), for the others: at the top dose activity, negative = inhibition, most hits filed as inhibitors; hit rate 0.71% among 290,000; note: potency is the fitted concentration of half-maximal effect; % is set by controls: 0 for no effect and ±100 for the full control effect; nearly all actives have a fitted effect of over 55% in size
Target sequence (A8B2U2 whole entry, looked up): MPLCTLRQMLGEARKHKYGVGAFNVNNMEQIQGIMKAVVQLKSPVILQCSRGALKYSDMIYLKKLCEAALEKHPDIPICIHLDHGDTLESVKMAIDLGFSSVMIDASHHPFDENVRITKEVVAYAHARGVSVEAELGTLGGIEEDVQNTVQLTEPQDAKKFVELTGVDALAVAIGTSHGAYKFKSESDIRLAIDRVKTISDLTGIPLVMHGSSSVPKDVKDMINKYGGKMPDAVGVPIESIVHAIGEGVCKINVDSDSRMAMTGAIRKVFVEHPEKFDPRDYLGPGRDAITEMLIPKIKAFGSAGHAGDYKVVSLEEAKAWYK
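40 nM FBPA preincubated 10 min at RT with compound (up to 57.5 uM final), then substrate plus GAPDH/TPI/NAD/arsenate coupling and diaphorase/resazurin added. Fluorescence read after 20 min at RT, 525/598 nm.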
Pf growth 96h – P. falciparum growth inhibition at 96 hours. P. falciparum luciferase reporter growth, 96 h. Potency, µM (top dose mostly 28.7 µM), for inactives: at the highest dose activity change, negative = inhibition, usual class: inhibitors. hit rate 6.9% among 320,000. AID 504834; note: potency is the fitted concentration of half-maximal effect; % is set by controls: 0 for no effect and ±100 for the full control effect
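Compounds incubated with erythrocytes infected by luciferase-expressing P. falciparum (2% hematocrit, 0.05% parasitemia final) for 96 hours, 37 C in 5% CO2. Growth inhibition scored as decreased luciferase luminescence.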
Numbers without * were called inactive; i = inactive; ? = inconclusive; . = not tested or not shown; + = active, no number; & = joins results of further samples; [ ] = another dose, or the depositor's remark. Unless noted, calls come from the whole dose curve; as a rule, active = well fitted curve in the direction sought with a large enough effect; inconclusive = small, poorly fitted or top-dose-only effect, or another doubt; inactive = no such curve, though single readings can be large; an effect the other way counts as inactive or inconclusive.

SMILES	Shiga inhibitor	CHX counter	HCV inhibitor	Pf growth 48h	Giardia FBPA inh	Pf growth 96h
CC(=O)Nc1ccc(S(=O)(=O)N2CCN(Cc3cccc([N+](=O)[O-])c3)CC2)cc1	-15	-7	-28%	-5%	18µM*	1.7µM*
O=Cc1cccn1-c1nccc(-c2ccco2)n1	60	27	-2%	.	4%	0%
CC(=O)N1CCN(C(=O)c2cc(-c3ccc(C)o3)nc3ccccc23)CC1	.	.	-9%	15%	.	0%
O=C(Nc1cccc(Cl)c1)c1cncn1-c1ccc(F)cc1	3	6	1%	?	-4%	?
CC(C)CC(=O)Nc1ccc(C(=O)COC(=O)C2=COCCO2)cc1	.	.	7%	3%	.	21%
CCN(CC(=O)Nc1c(F)cccc1F)C(=O)c1ccc(-n2cncn2)c([N+](=O)[O-])c1	.	.	14%	?	.	10%
Cc1ccc(Oc2nnc(-c3ccccc3)c3ccccc23)cc1	-6	-1	35µM*	-8%	5%	0%
O=Nc1c(O)[nH]c2c(Cl)c(Cl)ccc12	-3	-5	.	.	5%	.
Cc1ccc(S(=O)(=O)NC(CC(=O)O)c2ccccc2)c(C)c1 (stereo unspecified)	-9	-4	5%	-20%	20%	?
CC(C)CC(=O)Nc1ccc(C(=O)NNC(=S)NC(=O)C2CCCCC2)cc1	-11	-4	?	?	-2%	0%
CCC(NC(=O)Nc1cc(C)on1)(C(F)(F)F)C(F)(F)F	-7	-1	5%	2%	-4%	2%
COCC(=O)c1[nH]c2ccccc2c1C	-2	11	2%	1%	1%	3.7µM*
O=S(=O)(c1cccs1)N1CCN(c2ccc(Cl)cc2)CC1	-4	-9	-6%	21%	-6%	6%
Cc1ccc(C2CC(=O)Oc3ccc(O)cc32)cc1 (stereo unspecified)	i	5	.	.	2%[89.2 µM]	.
C/C=C(\C)C(=O)Nc1cccc(C2=NOC3(C2)C[C@@H](C(N)=O)N(C(=O)c2ccccc2C(=O)c2ccccc2)C3)c1 (stereo partly specified)	0	6	3%[8.37 µM]	?	-23%	?
Cc1cccc2cc(C#N)c(NCCNC(=O)NC3CCCCC3)nc12	-8	-1	-23%	9%	1%	.
COc1ccc(/C(O)=C2\C(=O)C(=O)N(c3cc(C)on3)C2c2ccccc2OC)cc1C (stereo unspecified)	-23	-6	-11%	15%	19%	?
COc1cccc(CNC(=O)c2cc3ccccn3n2)c1	4	-2	6%	.	1%	?
CC(C)(C)C(=O)Nc1nc(=S)ss1	-29	-1	-30%	16%	-3%	.
C=C1c2cc(C)c(C)cc2NC(=O)N1c1ccccc1	2	8	-18%	0%	-3%	-25%
O=C(COc1ncnc2ccccc12)NCCC1=CCCCC1	41*	1	3%	0%	-1%	2%
COC(=O)Cc1cc(=O)oc2cc(O)ccc12	-9	6	14%	1%	-5%	44%[activator]
CCOC(=O)C1=C(COC(=O)c2cccs2)NC(=O)NC1C (stereo unspecified)	.	.	-22%	-25%	.	3%
Cc1cccc(C)c1NC(=O)CN(C)C(=O)CCC(=O)c1ccccc1	.	.	10%	?	.	-21%
Cc1ccc2nc(NC(=O)C3CCN(S(=O)(=O)c4cc([N+](=O)[O-])ccc4Cl)CC3)sc2c1	+	13*	6.3µM*	-1%	-20%	?

Remaining list, next part.
SMILES	Shiga inhibitor	CHX counter	HCV inhibitor	Pf growth 48h	Giardia FBPA inh	Pf growth 96h
C#CC(CC)(CC)NC(=O)NC1CCCCC1	-10	-2	10%	29%	2%	?
Cc1ccc(S(=O)(=O)N(C)C)cc1NC(=O)COC(=O)Cc1n[nH]c(=O)c2ccccc12	-7	7	-25%	?	.	-12%
COc1ccc2c(c1)N(C[C@@H](C)CN(C)C)c1ccccc1S2	.	.	.	?	0%[21.7 µM]	?
COc1ccccc1NC(=S)NC12CN3CN(CN(C3)C1)C2	-6	-3	4%	-6%	3%	-22%
CCn1c(CNC(=O)COc2ccc(C(C)C)cc2)nnc1SCC(=O)Nc1ccccc1C(C)C	-15	-3	?	?	2%	?
COc1ccc(CCNC(=O)CSc2nnc(C(C)N(C)C)n2Cc2ccccc2)cc1OC (stereo unspecified)	-20	-2	-4%	?	0%	-21%
O=C(CSCc1ccc(Cl)cc1)NN=C1CCCC1	-4	-4	29%	-15%	4%	-1%
Cc1ccc(NC(=O)COC(=O)CNC(=O)c2ccc3ccccc3c2)c([N+](=O)[O-])c1	-4	-3	6%	8%	-2%	-19%
COCC(=O)Oc1c(S(=O)(=O)c2ccccc2)c(C)nn1C(C)(C)C	-4	-1	14%	12%	9%	0%
COc1ccc(CCNS(=O)(=O)c2cn(C)nc2C)cc1	16	-1	-5%	32%[activator]	-3%	-4%
Cc1ccc(NC(=O)C2CCN(C(=O)NC3CCCCC3)CC2)c(C)c1	-3	-2	19%	?	1%	?
CCNC(=O)CC1C(=O)N(c2ccccc2)C(=O)N1CCC(C)C (stereo unspecified)	3	3	0%	27%	0%	.
O=S(=O)(c1ccc(N2CCCC2)nc1)N1CCOCC1	20	-2	6%	11%	3%	.
O=C(CSc1nc2ncccc2[nH]1)NC1CCCCC1	-5	4	8%	2%	?	6%
Cn1c(N)c(C(=O)COC(=O)Cc2ccc(Cl)cc2Cl)c(=O)n(C)c1=O	.	.	1%	-13%	.	43%[activator]
COc1ccc(C(=O)NC(=S)Nc2ccc(CN3CCOCC3)cc2)cc1Cl	6	-6	9%	?	.	?
CCCc1cc(NCc2ccccn2)n2nc(C)c(-c3ccccc3)c2n1	2	-1	?	2.6µM*	-12%	13µM*
CC1(C)C2C/C(=N\O)C(C)(/[N+]([O-])=C/c3cccc([N+](=O)[O-])c3)CC21 (stereo unspecified)	-5	1	5%	22%	1%	27%
CC(C)(C)OC(=O)N1CCC(C(=O)N2CCC[C@H]2C(=O)O)CC1	60*	9.6*	3%	9%	-14%	33%[activator]
CCOc1ccc(CNCCNC(=O)c2nonc2N)cc1	-14	0	14%	26%	1%	6%
O=C(C[n+]1ccc(-c2nnc3n2CCCCC3)cc1)c1ccc(Cl)cc1	-2	-1	19%	9%	-13%	41%[activator]
C=CCn1c(=N)c(C(=O)NCCCOC)cc2c(=O)n3ccccc3nc21	-9	-3	7%	11%	-23%	18%
COc1cc(CNCc2ccncc2)cc(Br)c1OCc1ccccc1F	-8	-3	?	-8%	-28%	52%[activator]
O=C(NCCN1C(=O)S/C(=C\c2ccc(OC(F)F)cc2)C1=O)c1cnccn1	-7	-2	?	-25%	-8%	?
CCOc1ccccc1NC(=O)Nc1cc(C(=O)O)ccc1C	-2	-6	-7%	16%	6%	?

The list goes on:
SMILES	Shiga inhibitor	CHX counter	HCV inhibitor	Pf growth 48h	Giardia FBPA inh	Pf growth 96h
CC(C)CC(=O)Nc1ccc(S(=O)(=O)N2CC3CC(C2)c2cccc(=O)n2C3)cc1 (stereo unspecified)	.	.	-8%	2%	.	-17%
Cc1ccccc1C(=O)NC1CCN(Cc2ccccc2)CC1	19	-3	20%	16%	4%	4%
Cc1cc(NC(=O)CCN2C(=O)C3C4CCC(C4)C3C2=O)c(C)cc1Br (stereo unspecified)	13	-2	?	-3%	1%	?
COC(=O)c1ccc(CNC(=O)COC(=O)CC23CC4CC(CC(Br)(C4)C2)C3)cc1	-7	-2	24%	?	-2%	4%
CCOc1ccccc1OCC(=O)NCc1ccco1	-9	-4	8%	-6%	-2%	?
O=C(CSc1nnc(-c2ccncc2)n1-c1ccc(Cl)cc1)NCc1cccs1	-14	-1	12%	-14%	8%	76%[activator]
CCOc1ccc(NC(=O)CN(C)C(=O)CN2C(=O)NC3(CCCC3)C2=O)cc1OCC	.	.	12%	-12%	.	18%
COc1ccc(C(=O)N2c3ccccc3C=CC2C#N)cc1 (stereo unspecified)	-9	11	-12%	12%	1%	15%
Cc1nc(SCc2ccc(O)c([N+](=O)[O-])c2)c([N+](=O)[O-])[nH]1	10	10	6%	-10%	?	?
CCc1ccc(OCCCCCn2ccnc2)cc1	-1	3	?	?	?	35%[activator]
CN1CCN(S(=O)(=O)c2ccccc2)CC1	-24	2	6%	-3%	7%	?
Cc1ccc(S(=O)(=O)NNC(=O)CCC(=O)Nc2ccccc2Cl)cc1	-7	-3	3%	-4%	.	?
CCOC(=O)C1=C(C)N2C(=C(C#N)[C@@H]1c1ccc(C(=O)OC)cc1)SC[C@@]2(O)C(C)(C)C	-4	10	?	13µM*	-13%	.
COc1ccccc1NC(=O)NCCCN1CCN(c2cccc(Cl)c2)CC1	-15	-4	-6%	?	1%	-12%
COCCCn1c(SCC(=O)NC2CCCCC2)nnc1-c1ccncc1	-15	-5	22%	8%	-3%	8.3µM*
CCOc1ccc(NC(=O)NC2CCS(=O)(=O)C2)cc1 (stereo unspecified)	18	-1	8%	15%	12%	-13%
Cn1nc(OCc2ccccc2)ccc1=O	-9	-3	8%	6%	-2%	?
CN1C(=O)c2ccccc2C(C(=O)O)C1c1cccc(F)c1 (stereo unspecified)	-22	-4	11%	10%	6%	?
O=C1CCCCC/C1=N/Nc1ccc(OCc2ccccc2)cc1	28	12*	-1%	11%	-4%	47%[activator]
CCOC(=O)C(O)(c1ccc(NC(=S)NC(=O)c2ccc(Cl)cc2Cl)cc1)C(F)(F)F (stereo unspecified)	-7	-2	?	5%	-2%	?
Cc1cccc(-c2n[nH]c(=S)n2-c2ccccc2)c1[N+](=O)[O-]	-4	17	1%	-8%	2%	?
CCOC(=O)c1c(C)nc2sc3c(=O)n(-c4ccc(C(C)=O)cc4)cnc3c2c1-c1ccc(Cl)cc1	-18	-7	-2%	.	-1%	3.7µM*
O=C(CCC1CCCN(C(=O)c2ccc(F)c(F)c2)C1)N1CCN(c2ccccn2)CC1 (stereo unspecified)	-26	-3	-2%	-16%	.	?
CCOc1ccccc1/C=C/c1nc2ccccc2[nH]c1=O	17	13*	?	13%	-19%	5%
COCCN(Cc1cc2ccc(C)cc2[nH]c1=O)S(=O)(=O)c1ccccc1	-8	-4	0%	0%	-2%	?

(continued)
SMILES	Shiga inhibitor	CHX counter	HCV inhibitor	Pf growth 48h	Giardia FBPA inh	Pf growth 96h
O=C(O)c1ccccc1C(=O)NCc1c(Cl)cccc1Sc1ccc(Cl)cc1	-15	-4	9%	-2%	0%	27%
Cc1ccn2cc(C(=O)NCc3ccco3)nc2c1	58*	25*	21%	84%[activator]	0%	4%
O=C1NC(=S)S/C1=C\c1ccc(SCc2ccco2)o1	18	2	-1%	1%	-25%	-18%
O=C(Cc1ccccc1F)Nc1cc(S(=O)(=O)N2CCCC2)ccc1Cl	.	.	-20%	?	.	?
CCN(CC)CCOC(=O)c1cc(Cl)c(N)cc1OC	.	.	4.5µM*	33%[activator]	-1%&-4%	68%[activator]
CC(C)(C)NC(=O)Cn1nnc(-c2ccc(S(C)(=O)=O)cc2)n1	-20	-4	8%	16%	3%	?
CN(C)S(=O)(=O)c1cc(NC(=O)CN2CCN(c3ccccc3F)CC2)ccc1Cl	-6	-3	?	-14%	-1%	?
CCN1C(=O)N(C)C(N(O)C(=O)NC)C1(C)C (stereo unspecified)	18	-3	15%	19%	6%	39%[activator]

Not a hit list. Share with any hit: about 24%.
